# Compound activity from PubChem.
# Mac1 fbg enh – enhancers of CD11b/CD18 adhesion to fibrinogen, primary screen, K562 cells, luminescence; ATPlite luminescence; activation, % at 10 µM; Integrin beta-2 (Homo sapiens) + Integrin alpha-M (Homo sapiens), P05107+P11215; 93,000 compounds, 0.07% hits;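 active = 10 µM primary screen giving 50% or more activity, confirmed by 40% or more on retest at that dose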; note: strong numbers were not always called active; reference of the scale not given here
# Lung fibro prol – antiproliferative effect on LL 47 fibroblasts – human, LL 47 cells, CellTiter-Glo luminescence, primary screen | LL 47 human lung fibroblast viability, ATP luminescence; hits give low values | viability, % at 10 µM | 85,000 compounds, 1.1% hits | AID 719, 2007;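 active = viability at or below 50% in the single dose screen; inactive = viability above 50%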;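 note: compound exposure lasted 72 h before the ATP readout; 100% = median luminescence of untreated cell-only wells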
#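 Test system: LL 47 human lung fibroblasts / Quantity: 1,150 cells in each well / Medium: IMEM growth medium with 15% fetal bovine serum / Incubation: 72 h compound exposure at 37 °C after overnight plating / Detection: CellTiter-Glo luminescence measuring cellular ATP / Read-out: % viability versus median cells-only luminescence / Benchmarks: cell-only wells, no compound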
# ERa coact pot – enhancers of ERα–SRC-1 coactivator binding, primary screen, biochemical, TR-FRET, ERα LBD, low estradiol; Estrogen receptor (Homo sapiens), P03372; TR-FRET ERalpha-LBD/SRC-Cy5 coactivator binding, 2 h; 100 = basal binding, no effect; coactivator binding (% of control), % at 25.6 µM; 86,000 compounds, 1.3% hits; in the data active = activity above about 200%;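 note: binding measured in presence of low estradiol as agonist stimulus; 0% = peptide alone without receptor and 100% = receptor with peptide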
# Target sequence (P03372 whole entry, looked up, the tested form may be a part): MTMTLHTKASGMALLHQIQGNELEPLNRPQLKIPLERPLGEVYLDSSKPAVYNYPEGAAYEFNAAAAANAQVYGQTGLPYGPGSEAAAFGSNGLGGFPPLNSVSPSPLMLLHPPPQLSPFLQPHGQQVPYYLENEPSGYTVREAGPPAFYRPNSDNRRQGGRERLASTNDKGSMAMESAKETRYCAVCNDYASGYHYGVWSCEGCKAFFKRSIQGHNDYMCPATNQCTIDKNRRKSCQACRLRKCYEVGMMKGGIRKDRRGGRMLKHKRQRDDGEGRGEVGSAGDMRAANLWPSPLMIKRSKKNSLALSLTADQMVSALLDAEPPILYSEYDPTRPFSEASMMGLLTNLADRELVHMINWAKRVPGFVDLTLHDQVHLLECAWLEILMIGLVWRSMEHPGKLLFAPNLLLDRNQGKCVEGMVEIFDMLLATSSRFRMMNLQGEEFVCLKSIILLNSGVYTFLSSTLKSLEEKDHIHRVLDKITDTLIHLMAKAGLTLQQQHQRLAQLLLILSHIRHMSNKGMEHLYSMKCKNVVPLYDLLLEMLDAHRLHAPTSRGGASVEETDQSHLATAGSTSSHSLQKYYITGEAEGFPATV
# HUVEC prolif 384 – inhibitors of HUVEC proliferation, primary screen, cell-based, 384-well; CellTiter-Glo luminescence, 72 h; hits give low values; viability, % at 10 µM (by protocol); 86,000 compounds, 1.1% hits; AID 648, 2007;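 active = viability at or below 30%; inactive = viability above 30%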;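 note: 100% = median luminescence of DMSO-only cell control wells on each plate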
# H69AR growth 86K – proliferation blockers of H69AR lung cancer cells, primary screen, cell-based, human, 86K library. H69AR lung tumor viability, ATP luminescence, 72 h; hits give low values. viability, % at 10 µM. 85,000 compounds, 6% hits;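 active = viability at or below 40%; inactive = viability above 40%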;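 note: multidrug resistant small cell line overexpressing MRP-1 efflux transporter; 100% = mean luminescence of untreated control wells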
# MT1-MMP txn act – MT1-MMP promoter reporter activation – cell-based, luciferase luminescence, primary screen | HT1080 MT1-MMP promoter luciferase reporter, overnight; hits give high values | activation factor at 10 µM | 86,000 compounds, 0.16% hits;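 active = activation factor of at least 2 for MT1-MMP transcription at 10 µM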
# Smad3 inh – Smad3/FoxH1 peptide binding inhibitors, primary screen, biochemical, TR-FRET; TR-FRET Smad3/Dy647-FoxH1 peptide binding, europium anti-His; 88,000 compounds, 0.29% hits; inhibition, % at 25 µM; Mothers against decapentaplegic homolog 3 (Homo sapiens), P84022;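 active = compounds that reduce the energy-transfer binding signal between the protein and its labelled peptide by more than half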;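 note: 0% = Smad3 plus labelled peptide maximal FRET and 100% = peptide-only background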
# Target sequence (P84022 whole entry, looked up): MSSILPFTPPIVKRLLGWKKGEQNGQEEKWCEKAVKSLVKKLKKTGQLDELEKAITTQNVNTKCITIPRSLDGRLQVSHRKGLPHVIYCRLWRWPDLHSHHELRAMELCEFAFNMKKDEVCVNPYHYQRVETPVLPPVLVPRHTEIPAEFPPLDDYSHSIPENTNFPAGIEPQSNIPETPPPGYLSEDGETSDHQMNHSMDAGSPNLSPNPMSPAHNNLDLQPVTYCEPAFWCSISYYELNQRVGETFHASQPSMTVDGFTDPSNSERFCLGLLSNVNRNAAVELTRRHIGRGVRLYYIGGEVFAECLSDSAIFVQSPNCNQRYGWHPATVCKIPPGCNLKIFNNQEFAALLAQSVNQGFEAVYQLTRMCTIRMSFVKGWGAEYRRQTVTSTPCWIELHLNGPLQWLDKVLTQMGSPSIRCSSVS
# ERb coact inh – inhibitors of ERβ-SRC1 coactivator interaction, primary screen, biochemical, TR-FRET, ERβ LBD, SRC-1 peptide | Estrogen receptor beta (Homo sapiens), Q92731 | TR-FRET ER-beta LBD / SRC1-Cy5 peptide binding; receptor agonist-loaded with 1 µM estradiol | inhibition, % at 25.6 µM | 86,000 compounds, 1.3% hits;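 active = compounds whose percent inhibition of the receptor-coactivator binding signal exceeds about 50% in the single-dose screen, limit read from the data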;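 note: 0% = receptor plus peptide wells without compound and 100% = peptide-only wells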
# ERa coact inh – ERα–SRC-1 coactivator interaction inhibitors, primary screen, biochemical, TR-FRET, ERα LBD, estradiol-bound; Estrogen receptor (Homo sapiens), P03372; AID 629, 2007; inhibition, % at 25.6 µM; 86,000 compounds, 1.7% hits; TR-FRET ER-alpha LBD / SRC-1 peptide; in the data active = inhibition above about 50%;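 note: 0% = receptor plus peptide control and 100% = peptide only without receptor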
# * = called active by the depositor; . = no result given; [ ] = another dose, or the depositor's remark.
# Values run as follows: Mac1 fbg enh	Lung fibro prol	ERa coact pot	HUVEC prolif 384	H69AR growth 86K	MT1-MMP txn act	Smad3 inh	ERb coact inh	ERa coact inh
COc1cc(-c2nc(-c3ccc(Br)o3)no2)cc(OC)c1OC
  11	93	114[fluorescence artefact?]	99	80	1.3	2	22[fluorescence artefact?]	44[fluorescence artefact?]
Cc1sc(-c2ccncc2)nc1OC(=O)c1cc(Cl)cc(Cl)c1
  -2	98	224*	84	110	1.1	0	-4	-6
O=C(Nc1ccc(Br)cc1F)C1CCCO1 (centres undefined)
  .	103	110	96	95	1.1	2	-6	1
Cc1cc(NS(=O)(=O)c2ccc(-c3ccccc3)cc2)no1
  -4	98	119	81	91	1.1	6	0[fluorescence artefact?]	2[fluorescence artefact?]
COC(=O)c1sccc1NC(=O)c1cccnc1
  1	84	98[fluorescence artefact?]	94	66	1.1	3	19	9
CCOC(=O)c1cc2sccc2n1CC(=O)Nc1ccc(OC)cc1OC
  4	98	133	85	75	1.2	-4	2	1
N#Cc1c(N)oc(-c2cccs2)c1-c1cccs1
  3	100	49[fluorescence artefact?]	90	97	1.2	5	38	33[fluorescence artefact?]
CCOc1ccc(NS(=O)(=O)c2cc(OC)ccc2OC)cc1
  -4	98	112	92	77	1.3	1	-25	-9
CC(C)C(OC(=O)c1cc2occc2n1C)C(=O)NCc1ccc2c(c1)OCO2 (centres undefined)
  2	107	96[fluorescence artefact?]	96	97	0.8	-25	19[fluorescence artefact?]	-9[fluorescence artefact?]
CC(=O)Nc1ccc2nc(-c3cccs3)[nH]c2c1
  3	110	78[fluorescence artefact?]	106	90	1.4	-11[fluorescence artefact?]	14[fluorescence artefact?]	14
CCC1(C)Cc2ccccc2-c2c1c(=O)n(-c1ccc(C)cc1)c1nnnn21 (centres undefined)
  0	89	116	100	91	1	-1	3[fluorescence artefact?]	3[fluorescence artefact?]
Cc1ccc(NC(=O)C2CCN(S(=O)(=O)c3cccc4cccnc34)CC2)nc1
  -3	102	128[fluorescence artefact?]	102	89	1.1	15[fluorescence artefact?]	11	-2
O=C(CSc1nc2c(c(=O)n1-c1ccc(Br)cc1)SCC2)NCC1CCCO1 (centres undefined)
  .	107	107	95	67	1	-3	-7	13
CCOc1cc(/C=C2\C(=O)N(c3nc(-c4ccc(Br)cc4)cs3)N=C2c2ccccc2)ccc1O
  49	102	107[fluorescence artefact?]	76	59	1.1	10	-6	2
COc1ccc(CC(=O)N2CCCC(C)C2)cc1 (centres undefined)
  0	106	107	101	102	1.2	-10	-14	-7
O=C(c1cnc(N2CCN(c3ncccn3)CC2)c2ccccc12)N1CCN(c2ncccn2)CC1
  0	105	77	71	49	0.9	-7[fluorescence artefact?]	4	6[fluorescence artefact?]
CN(C)c1nc(OCCNC(=O)COc2ccccc2Cl)nc(N(C)C)n1
  .	93	112	96	86	1.2	6[fluorescence artefact?]	-2	9
COC(=O)/C(=C(/F)Sc1cc(C)c(O)c(C)c1)C(F)(F)F
  -7	9.3*	23	23*	2.7*	1.1	15	29	41
CC(C(=O)NCc1cccs1)N1C(=O)c2ccccc2C1=O (centres undefined)
  -2	110	90	106	103	1.1	-8	-1[fluorescence artefact?]	6
COc1ccc(-c2nc3nc(C)c(Cc4ccccc4)c(=O)n3[nH]2)cc1
  2	99	111	86	84	1.3	-10	3[fluorescence artefact?]	4[fluorescence artefact?]
O=C(C1CCCN1S(=O)(=O)c1cccc2cccnc12)N1CCN(c2ccccc2)CC1 (centres undefined)
  1	99	125	102	93	1.1	-1	-14	-10
CC(=O)Nc1cccc2c1C(=O)N(c1ccc(C)cc1)C2=O
  .	102	98	96	86	1.5	13[fluorescence artefact?]	-3	-5
Cc1ccc(S(=O)(=O)NCCC(=O)N2CCN(Cc3ccccc3)CC2)cc1
  .	95	131[fluorescence artefact?]	110	92	1	14	4	2
CCOC(=O)C(CCCOc1ccccc1)C(=O)OCC
  -1	106	116	101	105	1	11	-4	-6
COc1ccc(OCc2cccc(C(=O)Nn3cc([N+](=O)[O-])cn3)c2)cc1
  .	96	117	86	59	0.7	7	-4	7
COC(=O)c1ccc(NC(=O)CCNS(=O)(=O)c2cccc3nonc23)cc1
  0	89	125[fluorescence artefact?]	95	79	1.1	7	-30	-43[fluorescence artefact?]
CC(=O)Nc1cccc(N(C)C)c1
  -2	90	95[fluorescence artefact?]	94	89	1.1	-1	2	-14
c1ccc2c(c1)nc(NCCN1CCOCC1)c1nncn12
  2	97	114	101	96	1	13	-9[fluorescence artefact?]	-2
COc1ccc(N2C(=O)CC(NCc3ccc(F)cc3)C2=O)cc1 (centres undefined)
  .	103	81	91	91	1.2	-14	8	13
Cc1ccc(S(=O)(=O)C(C#N)c2nc3ccccc3nc2N2CCN(C)CC2)cc1C (centres undefined)
  -2	99	79	93	102	1	-18	-6	5
O=C(Oc1ccc2ccccc2c1)c1ccccc1
  -3	106	85	106	96	1.1	20	-7	-2
CCOC(=O)c1cnn2c1[nH]c(=O)c1ccccc12
  0	97	75[fluorescence artefact?]	98	101	1.3	7[fluorescence artefact?]	10[fluorescence artefact?]	10[fluorescence artefact?]
CC(=O)NC(CC(=O)NCC(c1ccco1)N(C)C)c1ccccc1 (centres undefined)
  2	99	108	95	91	1.1	6	-5	0
COc1cccc(N2CC(C(=O)Oc3ccc4ccccc4c3)CC2=O)c1 (centres undefined)
  2	96	117	76	96	1.1	11[fluorescence artefact?]	-3	8
CCNC(=O)NC(=O)C(C)Sc1nc2cc(C(=O)OC)ccc2c(=O)n1-c1ccccc1 (centres undefined)
  1	102	88	85	81	0.9	-4	25[fluorescence artefact?]	-3[fluorescence artefact?]
CCCC(=O)Nc1c(-c2cccs2)c(=O)c2ccccc2n1C
  -1	108	79	97	77	1	-5	12	4
O=C(c1ccc2c(c1)OCO2)N(CC1CCCO1)C1(C(=O)NC2CCCC2)CCCCC1 (centres undefined)
  -2	94	113	112	100	1.1	5	3[fluorescence artefact?]	4[fluorescence artefact?]
Cc1ccnc(N2CCN(c3c4c(c(C#N)c5nc6ccccc6n35)CCC4)CC2)c1
  .	74	141	91	94	1.1	5[fluorescence artefact?]	4[fluorescence artefact?]	-4
Cc1cccc2cc(COC(=O)COc3ccccc3)c(=O)[nH]c12
  -4	97	96	101	98	1.1	7[fluorescence artefact?]	-3[fluorescence artefact?]	-6[fluorescence artefact?]
CCCN1C(=O)c2cc(C(=O)NCc3ccc(OC)cc3)ccc2C1O (centres undefined)
  -2	98	122	99	93	1.1	2	0	-7
Cc1ccc(-c2[nH]nc3c2C(c2cccnc2)C(C#N)=C(N)O3)cc1 (centres undefined)
  .	100	100	97	92	1.2	-3	2	6
COc1ccc2c3c(cccc13)NN=C2C
  .	26*	-3[fluorescence artefact?]	3.0*	26*	.	32[fluorescence artefact?]	99*[fluorescence artefact?]	98*[fluorescence artefact?]
COc1cc(CN2CCC(C(=O)N3CCC(C)CC3)CC2)cc(Br)c1O
  7	99	123	97	90	1	14	-18	-29
Cc1oc(-c2ccc(Cl)cc2)nc1CN1CCCC(C(=O)NCc2ccccn2)C1 (centres undefined)
  -3	111	99[fluorescence artefact?]	102	71	1.1	2	2	-4
Clc1ccc(OCc2nnc(-c3ccccc3Br)o2)c(Cl)c1
  -4	94	119	61	87	1.6	2	5	6

# Printed as active in ERa coact inh, among the entries above:
SMILES,Mac1 fbg enh,ERa coact pot,MT1-MMP txn act,Smad3 inh,ERb coact inh,ERa coact inh
COc1ccc2c3c(cccc13)NN=C2C,.,-3[fluorescence artefact?],.,32[fluorescence artefact?],99*[fluorescence artefact?],98*[fluorescence artefact?]

# Looked up above:
# Entry of `CCCC(=O)Nc1c(-c2cccs2)c(=O)c2ccccc2n1C` in ERa coact pot: 79
# Entry of `CCNC(=O)NC(=O)C(C)Sc1nc2cc(C(=O)OC)ccc2c(=O)n1-c1ccccc1` (centres undefined) in Smad3 inh: -4
# Entry of `Clc1ccc(OCc2nnc(-c3ccccc3Br)o2)c(Cl)c1` in MT1-MMP txn act: 1.6

# (list continues)
# Values run as follows: Mac1 fbg enh	Lung fibro prol	ERa coact pot	HUVEC prolif 384	H69AR growth 86K	MT1-MMP txn act	Smad3 inh	ERb coact inh	ERa coact inh
CCOCC(=O)N1CCN(c2ccc(F)cc2)CC1
  -1	106	98	96	85	1	18[fluorescence artefact?]	2	-15
Cc1ccc(CS(=O)(=O)CCC(=O)NCCCN2CCCC2=O)cc1
  -3	100	125	94	96	1	6	4[fluorescence artefact?]	9
CCN1CCc2c(sc(N)c2C#N)C1
  -3	96	26[fluorescence artefact?]	95	88	1.1	15	77*[fluorescence artefact?]	65*[fluorescence artefact?]
CCOC(=O)CSC1=C(C#N)C(c2ccc(C)s2)CC(=O)N1 (centres undefined)
  -9	57	101	51	35*	0.5	2	6[fluorescence artefact?]	12
COc1ccccc1N1CCN(C(=O)C2CCCO2)CC1 (centres undefined)
  -4	109	119	99	101	1.1	-5	4	-1
O=C(CCCNS(=O)(=O)c1ccccc1)NCc1ccco1
  4	101	98	100	87	1.2	0	-5	-12
C/C(=N\NC(=O)c1c[nH]c2ccccc12)c1ccc(C)o1
  -5	96	99[fluorescence artefact?]	93	81	1.4	-11	3[fluorescence artefact?]	-10[fluorescence artefact?]
Cc1nnsc1NC(=O)OCCCl
  -6	105	122	94	94	1.1	-9	-10	-8
Cc1c(OCC(=O)OC(C)(C)C)ccc2c3c(c(=O)oc12)CCC3
  -5	106	116	96	97	1.1	12	-1	-2
Cc1ccnc2nc(C(=O)OCCOc3cccc(Br)c3)nn12
  1	99	136[fluorescence artefact?]	94	89	1.2	-5	-2	0
O=C(CSc1nnc(CNc2ccc(F)cc2)n1Cc1ccccc1)NCc1ccccc1
  .	98	104	102	86	1.1	-11	4	4

# Arranged by number of heavy atoms (falling): four of the compounds above.
# Values run as follows: Mac1 fbg enh	Lung fibro prol	ERa coact pot	HUVEC prolif 384	H69AR growth 86K	MT1-MMP txn act	Smad3 inh	ERb coact inh	ERa coact inh
COc1cc(CN2CCC(C(=O)N3CCC(C)CC3)CC2)cc(Br)c1O
  7	99	123	97	90	1	14	-18	-29
Cc1sc(-c2ccncc2)nc1OC(=O)c1cc(Cl)cc(Cl)c1
  -2	98	224*	84	110	1.1	0	-4	-6
Clc1ccc(OCc2nnc(-c3ccccc3Br)o2)c(Cl)c1
  -4	94	119	61	87	1.6	2	5	6
COc1ccc(CC(=O)N2CCCC(C)C2)cc1 (centres undefined)
  0	106	107	101	102	1.2	-10	-14	-7

# Part of the list above in a different format:
SMILES	Mac1 fbg enh	Lung fibro prol	ERa coact pot	HUVEC prolif 384	H69AR growth 86K	MT1-MMP txn act	Smad3 inh	ERb coact inh	ERa coact inh
Cc1c(OCC(=O)OC(C)(C)C)ccc2c3c(c(=O)oc12)CCC3	-5	106	116	96	97	1.1	12	-1	-2
Cc1ccnc2nc(C(=O)OCCOc3cccc(Br)c3)nn12	1	99	136[fluorescence artefact?]	94	89	1.2	-5	-2	0

# Some of the compounds tested (hit frequency here may not be typical).
